LMNA splice mod: changes lamin A minigene splicing in HeLa cells. Potency, µM (series often up to 46.1 µM), for inactives: top-dose ratio change, negative = inhibition, most hits filed as inhibitors. actives 0.01% (n = 200,000). HeLa LMNA splicing GFP/RFP minigene ratio, 48 h. AID 1487; active means well fitted inhibition curve with a large enough effect in the signal ratio, with a control signal flat, not every such curve was filed as active; inconclusive means small, poorly fitted or top-dose-only effect, or effect the other way, or a change in a side signal; the % refers to the signal ratio; further: potency means the concentration at half of the fitted maximal effect; on the % scale 0 is the no-effect control and ±100 the full control effect
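S3 HeLa cells stably expressing lamin A-EGFP splicing minigene plus DsRed2, 600 cells/well, 48 h compound exposure at 37C. Laser-scanning cytometry; analysed as GFP (500-530 nm)/RFP (575-640 nm) total intensity ratio; 0.5% DMSO vehicle.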
CBFb-RUNX1 inh: CBF-beta/RUNX1 interaction disruption; Q01196+Q13951; AlphaScreen CBFb-His/RUNX1-biotin binding, biochemical; Potency, µM (highest dose often 59.8 µM), for the others: top-dose activity, negative = inhibition, most hits filed as inhibitors; 230,000 tested, under 10 active; AID 1477; further: % of control where 0% means no effect
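Bead-based AlphaScreen assay; binding partners His-tagged CBF-beta and biotinylated RUNX1 at 30 nM each. Compound exposure 15 min after a 20-min protein preincubation; bead step 90 min; all steps at room temperature.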
HTT cytoprotect: Huntington cell model cytoprotection by ATP luminescence; actives 0.14% (n = 230,000); Potency, µM (doses to about 56.4 µM), without a hit: cytoprotection (ATP increase), usual class: activators; PC12 HTT-Q103 induced, cytoprotection, ATP luminescence, 40 h;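 further: potency means the concentration at half of the fitted maximal effect; % of control where 0% means no effect; nearly all actives have a fitted effect of over 45% in size; toxic huntingtin expression switched on by the ecdysone agonist tebufenozide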
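Compounds were screened for protection of PC12 cells against cell death after tebufenozide induction (100 nM final) of mutant Huntingtin exon 1 (Q103) fused to GFP.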
HttQ103 aggreg: reduces HttQ103-GFP aggregates in PC12 cells; Potency, µM (highest dose often 46.1 µM), for inactives: at the top dose activity change, negative = inhibition, hits mostly inhibitors; AID 1688; actives 1.1% (n = 220,000); PC12 HttQ103-GFP aggregates, Acumen cytometry, 40 h; further: potency means the concentration at half of the fitted maximal effect; on the % scale 0 is the no-effect control and ±100 the full control effect; nearly all actives have a fitted effect of over 60% in size
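PC12 cells stably carrying ecdysone-inducible HTT exon 1 Q103–GFP were induced with tebufenozide (100 nM final) and treated with library compounds in titration. GFP aggregates in lysates were counted by laser scanning cytometry.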
GAA glycogen mod: GAA glycogen-cleavage inhibition or activation; recombinant GAA, glycogen substrate, Amplex Red glucose oxidase fluorescence; Potency, µM (doses to about 76.4 µM), inactives show at the highest dose activity change, negative = inhibition, usual class: inhibitors; actives 0.38% (n = 300,000); AID 2100;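 further: potency means the concentration at half of the fitted maximal effect; 0% = full enzyme reaction and -100% = no-enzyme basal signal; the screen sought inhibitors and activators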
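Recombinant human enzyme (4 nM); glycogen substrate; 37 C, 40 min, pH 5.0. Readout: coupled glucose oxidase/Amplex Red fluorescence.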
aGlu spleen mod: lysosomal alpha-glucosidase (human) modulation; P10253; human spleen homogenate, 4-MU-alpha-glucoside fluorescence; Potency, µM (titrated, usually from 79.9 µM), for inactives: at the top dose activity change, negative = inhibition, most hits filed as inhibitors; actives 0.006% (n = 240,000);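 further: potency means the concentration at half of the fitted maximal effect; 0% = enzyme with vehicle and -100% = no enzyme basal signal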
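Human spleen homogenate (1 ug) incubated with compounds and 1 mM 4-methylumbelliferyl-alpha-D-glucopyranoside in pH 5.0 citrate/phosphate buffer, 37 C, 40 min. Stopped at pH 10; 4-MU fluorescence (Ex 365/Em 440 nm); AC50 by Hill fit.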
An asterisk follows results filed as active; ? = inconclusive; nt = not tested or not shown; [ ] = dose if it differs, or a comment. Unless noted, the call rests on the fitted dose curve; in most records, active means well fitted curve in the direction sought with a large enough effect; inconclusive means small, poorly fitted or top-dose-only effect, or another doubt; inactive means no such curve, though single readings can be large; an effect the other way counts as inactive or inconclusive. These rows are one share of the data (hit frequency here may not be typical).

SMILES	LMNA splice mod	CBFb-RUNX1 inh	HTT cytoprotect	HttQ103 aggreg	GAA glycogen mod	aGlu spleen mod
Cc1c(Oc2cc(NN3CCCCC3)c([N+](=O)[O-])cc2[N+](=O)[O-])cccc1[N+](=O)[O-]	nt	nt	nt	nt	-9%[76.3 µM]	nt
COc1cc(OC)c(OC)cc1CNCCc1ccc2c(c1)OCO2	nt	nt	nt	nt	0%[76.3 µM]	nt
CC1CCC(N(C)C2CCN(C)CC2)CC1 (configuration not stated)	nt	nt	nt	nt	-11%[76.3 µM]	nt
O=C1NC(=S)N(c2ccc(F)cc2)C(=O)/C1=C/c1ccccc1O	nt	nt	nt	nt	3%	nt
COc1cccc(C2CCN(CC(=O)Nc3cc(Cl)ccc3OC)CC2O)c1 (configuration not stated)	nt	nt	nt	nt	-7%	nt
COc1cc(OC)c2c(c1)O[C@@H](c1ccc(OC)c(OC)c1)[C@H](O)C2	nt	nt	nt	nt	-9%[76.3 µM]	nt
CCOP(=O)(Oc1ccccc1)c1c([N+](=O)[O-])cc(C(F)(F)F)cc1[N+](=O)[O-] (configuration not stated)	nt	nt	nt	nt	9%	nt
O=c1c2ccccc2nc(-c2ccccc2Cl)n1-c1ccc(O)cc1	nt	nt	nt	nt	0%	nt
N/C(=N/[N+](=O)[O-])N1CCN(C(=O)Oc2ccc([N+](=O)[O-])cc2)CC1	nt	nt	nt	nt	1%	nt
CCOC(=O)CSc1ccc(C(=O)N2CCC3(CC2)OCCO3)cc1[N+](=O)[O-]	nt	nt	nt	nt	-2%	nt
O=C(Nc1ccc(F)c([N+](=O)[O-])c1)N1C[C@H]2C[C@@H](C1)c1cccc(=O)n1C2	nt	nt	nt	nt	-18%[76.3 µM]	nt
Cc1cc(OCC(=O)N2CCC(C(N)=O)CC2)c2c3c(c(=O)oc2c1)CCCC3	nt	nt	nt	nt	15%[76.3 µM]	nt
O=C(Nc1ccc(Br)cc1)N1C[C@H]2C[C@@H](C1)c1cccc(=O)n1C2	nt	nt	nt	nt	4%[76.3 µM]	nt
Nc1c(C(=O)Nc2ccc(OC(F)(F)F)cc2)sc2nc3c(cc12)N1CCC3CC1	nt	nt	nt	nt	-2%[76.3 µM]	nt
NC(Cc1ccc(Oc2cc(I)c(O)c(I)c2)c(I)c1)C(=O)O (configuration not stated)	nt	nt	-51%[inhibitor]	-10%	nt	nt
c1ccc(C2(c3ccccc3)CC2C2=NCCN2)cc1 (configuration not stated)	nt	nt	-12%	4%	nt	nt
CC(C)=CC1C(C(=O)OCc2coc(Cc3ccccc3)c2)C1(C)C (configuration not stated)	nt	nt	10%	13%	nt	nt
C[C@]12CC[C@H]3[C@@H](CC[C@@]45O[C@@H]4C(=O)C(C#N)C[C@]35C)[C@@H]1CC[C@@H]2O (some centres not stated)	nt	nt	19%	3%	nt	nt
NCC(O)c1cccc(O)c1 (configuration not stated)	nt	nt	-9%	-16%	nt	nt
CC(C)(C)CC(C)(C)c1ccc(O)cc1	nt	nt	-15%	-7%	nt	nt
CC(Cc1ccccc1)N(C)C (configuration not stated)	nt	nt	-43%[inhibitor]	-8%	nt	nt
CC[N+](C)(CC)CCOC(=O)C(O)(c1ccccc1)c1ccccc1	nt	nt	-13%	-13%	nt	nt
CCN(CC)CCOC(=O)C(C)(c1ccccc1)c1ccccc1	nt	nt	?	-8%	nt	nt
C=CCN1CC[C@]23c4c5ccc(O)c4O[C@H]2[C@@H](O)C=C[C@H]3[C@H]1C5	nt	nt	13%	-3%	nt	nt
CC(=O)Oc1ccc2c3c1OC1[C@@H](OC(C)=O)C=C[C@H]4[C@H](C2)N(C)CC[C@]314 (some centres not stated)	nt	nt	-15%	-11%	nt	nt
SMILES	LMNA splice mod	CBFb-RUNX1 inh	HTT cytoprotect	HttQ103 aggreg	GAA glycogen mod	aGlu spleen mod
COC1CC(=C(c2cccs2)c2cccs2)C[N+](C)(C)C1 (configuration not stated)	nt	nt	-27%	-11%	nt	nt
COc1cccc2c1C(=O)c1c(O)c3c(c(O)c1C2=O)C[C@@](O)(C(=O)CO)C[C@@H]3O[C@H]1C[C@H](N)[C@H](OC2CCCCO2)[C@H](C)O1 (some centres not stated)	nt	nt	-80%[inhibitor]	4µM*	nt	nt
O=C1c2ccccc2C(=O)C1C(=O)C(c1ccccc1)c1ccccc1	nt	nt	?	3%	nt	nt
CCOC(=O)NC(O)C(Cl)(Cl)Cl (configuration not stated)	nt	nt	14%	10%	nt	nt
CC(=O)[C@H]1CC[C@H]2[C@@H]3CC[C@H]4C[C@](C)(O)CC[C@]4(C)[C@H]3CC[C@]12C	nt	nt	-7%	2%	nt	nt
O=C(OCCN1CCCCC1)C(O)(c1ccccc1)c1ccccc1	nt	nt	6%	9%	nt	nt
[S]=[Sb][S][Sb]=[S]	nt	nt	-10%	-11%	nt	nt
O=C(N/N=C/c1ccc([N+](=O)[O-])o1)c1cc([N+](=O)[O-])cc([N+](=O)[O-])c1O	nt	nt	-83%[inhibitor]	9%	nt	nt
CN(C)[C@@H](Cc1ccccc1)c1ccccc1	nt	nt	2%	-1%	nt	nt
CCCCCC(O)C1C(=O)OC(C)C(O)\C=C/C=C\C=C/C=C\C=C(\C)C(O)C(O)C(O)CC(O)CC(O)CC(O)CC(O)CC1O (configuration not stated)	nt	nt	40%	23%	nt	nt
c1csc(CN2CC[C@@]3(CCCNC3)C2)n1	nt	nt	?	nt	nt	-6%
O=C(Nc1ccccc1)N1CCC2(CC1)CCN(C(=O)Oc1ccccc1)CC2	nt	nt	-56%[inhibitor]	nt	nt	-6%
Cc1nc2cnc(N3CCNCC3)nc2n(C)c1=O	nt	nt	?	nt	nt	-2%
CS(=O)(=O)N1CCC2(CC1)CN(Cc1ccncc1)C2	nt	nt	6%	nt	nt	2%
O=C(Oc1ccccc1)N1CCC[C@@]2(CCN(Cc3ccccc3)C2)C1	nt	nt	2%	nt	nt	0%
O=C(c1ccco1)N1CCC2(CC1)CN(Cc1ccncc1)C2	nt	nt	?	nt	nt	3%
COCC(=O)N1CCC2(CCCN(Cc3ccncc3)C2)CC1	nt	nt	8%	nt	nt	0%
O=C(Oc1ccccc1)N1CCC2(CCCN(C(c3ccccc3)c3ccccc3)C2)CC1	nt	nt	-83%[inhibitor]	nt	nt	-7%
c1ccc(N2CC[C@@]3(CCCNC3)C2)cc1	nt	nt	12%	nt	nt	-7%
COc1ccc(NC(=O)N2CCCC3(CCN(C(=O)Oc4ccccc4)CC3)C2)cc1	nt	nt	-49%[inhibitor]	nt	nt	6%
O=C(c1ccco1)N1CCC[C@@]2(CCN(Cc3ccncc3)C2)C1	nt	nt	?	nt	nt	-1%
CN1CC[C@@]2(CCCN(C(=O)c3csnn3)C2)C1	nt	nt	7%	nt	nt	-8%
CN(C)c1ccc(N)cc1	nt	nt	-153%[inhibitor]	nt	nt	-3%
O=C(Oc1ccccc1)N1CCC2(CCN(Cc3nccs3)CC2)CC1	nt	nt	-18%	nt	nt	7%
CC(C)CN1CC2(CCN(C(=O)Oc3ccccc3)CC2)C1	nt	nt	0%	nt	nt	-1%
SMILES	LMNA splice mod	CBFb-RUNX1 inh	HTT cytoprotect	HttQ103 aggreg	GAA glycogen mod	aGlu spleen mod
O=C(Nc1ccccc1)N1CC[C@@]2(CCCNC2)C1	nt	nt	1%	nt	nt	2%
CN(C)c1ccc(N=Nc2ccccc2)cc1	nt	nt	-107%[inhibitor]	nt	nt	-5%
COc1ccc(NC(=O)N2CC3(CCN(C(=O)Oc4ccccc4)CC3)C2)cc1	nt	nt	0%	nt	nt	2%
COc1ccc(C)cc1NC(=O)N(Cc1ccc2c(c1)OCO2)C1CCN(Cc2ccccc2)CC1	1%[46 µM]	nt	nt	nt	-8%[76.3 µM]	nt
Cc1cc(OCC(=O)N2CCN(CCc3ccncc3)CC2)ccc1Cl	5%[46 µM]	nt	nt	nt	4%[76.3 µM]	nt
Cc1ccccc1N1CCN(S(=O)(=O)c2nnc(NC(=O)c3ccc(Cl)cc3)s2)CC1	?	nt	nt	nt	8%[76.3 µM]	nt
Cn1c(=O)n(C)c2cc(CNCCc3ccccc3F)ccc21	12%[46 µM]	nt	nt	nt	20%[76.3 µM]	nt
O=C(COc1ccccc1[N+](=O)[O-])N1CCN(CCc2ccncc2)CC1	-6%[46 µM]	nt	nt	nt	2%[76.3 µM]	nt
COc1ccc(C(=O)Nc2ccc(S(=O)(=O)N(Cc3ccccc3)c3ccccc3)cc2)cc1	?	nt	nt	nt	-8%[76.3 µM]	nt
Cn1c(=O)oc2cc(S(=O)(=O)CCC(=O)NCCc3ccccc3)ccc21	?	nt	nt	nt	1%[76.3 µM]	nt
COc1ccccc1NC(=O)N(Cc1ccc2c(c1)OCO2)C1CCN(Cc2ccccc2)CC1	?	nt	nt	nt	13%[76.3 µM]	nt
O=C(NCCc1ccccc1)c1ccc(CSc2nc3cccnc3n2Cc2ccc(F)cc2)cc1	?	nt	nt	nt	2%[76.3 µM]	nt
CN1CCN(c2oc(-c3ccc(COc4ccccc4)o3)nc2C#N)CC1	0%[46 µM]	nt	nt	nt	14%[76.3 µM]	nt
CCN(CC)CCCCN1c2ccccc2Oc2ccc(Cl)cc21	nt	-7%	nt	nt	nt	-11%
CO[C@H]1[C@@H](O)[C@@H](C)O[C@H](O[C@H]2[C@H](Oc3cccc4c(O)c5c(=O)oc6ccc(C)c7c(=O)oc(c34)c5c67)O[C@H](C)[C@H](O)[C@@H]2O)[C@@H]1O	nt	11%	nt	nt	nt	10%
O=C(N[C@@H]1CN2CCC1CC2)c1cc(Cl)cc2[nH]cnc12	nt	4%	nt	nt	nt	-1%
O=C1NC(=O)c2c1c1c3ccccc3n3c1c1c2c2ccccc2n1C1CCC3O1	nt	27%	nt	nt	nt	1%
O=C1/C(=C\c2ccccc2)C[C@@]2(O)[C@H]3Cc4ccc(O)c5c4[C@@]2(CCN3CC2CC2)[C@H]1O5	nt	17%	nt	nt	nt	-1%

An excerpt of these results, with values under each structure.
Under each structure – LMNA splice mod, CBFb-RUNX1 inh, HTT cytoprotect, HttQ103 aggreg, GAA glycogen mod, aGlu spleen mod
- CN1CCN(c2oc(-c3ccc(COc4ccccc4)o3)nc2C#N)CC1
→ 0%[46 µM], nt, nt, nt, 14%[76.3 µM], nt
- CCN(CC)CCCCN1c2ccccc2Oc2ccc(Cl)cc21
→ nt, -7%, nt, nt, nt, -11%
- CO[C@H]1[C@@H](O)[C@@H](C)O[C@H](O[C@H]2[C@H](Oc3cccc4c(O)c5c(=O)oc6ccc(C)c7c(=O)oc(c34)c5c67)O[C@H](C)[C@H](O)[C@@H]2O)[C@@H]1O
→ nt, 11%, nt, nt, nt, 10%
- O=C(N[C@@H]1CN2CCC1CC2)c1cc(Cl)cc2[nH]cnc12
→ nt, 4%, nt, nt, nt, -1%

Screening data deposited in PubChem by National Center for Advancing Translational Sciences (NCATS).
